Source: PubChem BioAssay (several laboratories)
STK33 kinase inh: inhibitors of purified STK33 kinase, primary screen, biochemical, ADP-Glo luminescence, homogeneous, cell-free. Serine/threonine-protein kinase 33 (Homo sapiens), Q9BYT3. MBP phosphorylation. inhibition, % at 10 µM. actives 0.073% (n = 320,000). AID 2661, 2010;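 active = inhibition at or above 25%, using the most active replicate where run in duplicate; inactive = inhibition below 25%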
Target sequence (Q9BYT3 whole entry, looked up): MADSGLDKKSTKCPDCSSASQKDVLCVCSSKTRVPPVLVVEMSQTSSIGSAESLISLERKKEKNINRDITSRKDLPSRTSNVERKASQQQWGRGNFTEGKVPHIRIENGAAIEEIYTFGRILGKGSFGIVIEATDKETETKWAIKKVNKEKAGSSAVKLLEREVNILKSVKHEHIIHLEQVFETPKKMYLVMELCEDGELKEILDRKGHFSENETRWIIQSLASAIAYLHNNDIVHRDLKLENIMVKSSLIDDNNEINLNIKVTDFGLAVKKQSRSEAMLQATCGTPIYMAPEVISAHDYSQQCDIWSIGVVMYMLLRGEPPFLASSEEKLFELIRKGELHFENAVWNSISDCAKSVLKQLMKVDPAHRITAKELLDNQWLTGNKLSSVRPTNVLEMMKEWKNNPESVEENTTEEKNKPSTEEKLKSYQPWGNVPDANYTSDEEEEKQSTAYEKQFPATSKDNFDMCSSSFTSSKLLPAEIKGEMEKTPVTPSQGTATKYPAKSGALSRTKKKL
OX1R FRET antag: antagonists of human orexin 1 receptor (OX1R); inhibition, % at 6.6 µM; actives 1.8% (n = 330,000); OX1R-expressing cells, FRET antagonist read-out; AID 485270, 2010; Orexin/Hypocretin receptor type 1 (Homo sapiens), O43613; in the data active = inhibition mostly above about 38%, no sharp cut-off; inactive = mostly below about 40%;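 also: 0% = agonist challenge alone and 100% = reference antagonist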
Target sequence (O43613 whole entry, looked up): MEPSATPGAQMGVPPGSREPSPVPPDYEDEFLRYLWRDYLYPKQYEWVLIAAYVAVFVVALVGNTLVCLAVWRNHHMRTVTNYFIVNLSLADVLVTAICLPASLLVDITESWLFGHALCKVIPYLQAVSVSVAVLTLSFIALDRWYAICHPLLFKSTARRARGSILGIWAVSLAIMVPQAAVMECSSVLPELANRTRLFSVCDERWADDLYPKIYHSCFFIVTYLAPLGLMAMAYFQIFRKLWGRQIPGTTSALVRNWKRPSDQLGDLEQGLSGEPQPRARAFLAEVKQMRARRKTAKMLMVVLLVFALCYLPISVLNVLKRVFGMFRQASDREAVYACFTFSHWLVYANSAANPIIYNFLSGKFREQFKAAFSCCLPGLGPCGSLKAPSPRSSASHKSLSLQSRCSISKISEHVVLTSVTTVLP
KCNQ2 block: KCNQ2 potassium channel inhibitors, primary screen, cell-based, CHO-K1, FluxOR thallium flux, B-score (AID 2156); Potassium voltage-gated channel subfamily KQT member 2 (Rattus norvegicus), O88943; 20 min; hits give low values; B-score at 10 µM; actives 1.1% (n = 310,000);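 active = fluorescence ratio B-score at most minus 3 library SDs, with starting brightness B-score within 2 library SDs, cut at about -5.5 in these data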
* = called active by the depositor; i = inactive; · = no result given.

STK33 kinase inh	OX1R FRET antag	KCNQ2 block	mol
-0.7	5.3	·	O=C(COC(=O)C1CCCO1)Nc1nc(-c2ccc(F)cc2)cs1 (stereo not given)
·	9.7	i	CCOC(=O)NC(=O)C(=CNc1ccccc1OC)C(=O)NC(=O)OCC
-2.1	·	i	Cc1ccccc1/C=N/n1c(COc2ccccc2)n[nH]c1=S
-2.3	3.6	i	COc1ccc(Cl)cc1C(=O)Nc1ccccc1N1CCN(C)CC1
-0.2	5.9	i	Cc1ccc(C(=O)N/N=C/c2ccc(-c3ccc(Br)cc3[N+](=O)[O-])o2)o1
-0.4	9.3	i	COc1ccccc1OCC(=O)OCn1c(SC)nnc(C)c1=O
-2.0	10.7	i	CCCCn1c(=O)[nH]c(=O)c2c1nc(-c1ccc(OC(F)F)c(OC)c1)n2C
-0.2	4.6	i	COc1ccc(S(=O)(=O)N(C)CC(=O)N2CCC(C(N)=O)CC2)cc1
-0.9	16.7	i	Cn1cccc1Cc1nnc(SCC(=O)Nc2cccc(F)c2)n1CCc1ccccc1
-1.7	8.7	i	Cc1ccc(Cn2c(=N)c(S(=O)(=O)c3ccc(Br)cc3)cc3c(=O)n4ccccc4nc32)cc1
-0.1	2.6	i	CC1Cc2ccccc2C(=O)N1 (stereo not given)
-1.3	32.8	i	CNC(=S)N1N=C(c2ccc(OC)cc2)CC1c1ccc(N(C)C)cc1 (stereo not given)
-2.9	1.3	i	CCOC(=O)c1c(C)n(C)c2ccc(OC(=O)c3ccoc3)cc12
-1.0	0.3	i	CC(=O)Nc1nc(SCC(=O)NCc2ccc(F)cc2)[nH]c(=O)c1NC(=O)c1cccs1
1.4	12.9	i	O=C(O)Cc1csc(-c2cccc(F)c2)n1
0.7	39.3	i	Cc1ccc(-n2ncc3c2CCCC3NC(=O)c2ocnc2C)cc1C (stereo not given)
-1.3	25.6	i	COc1ccccc1N/C(=N/S(=O)(=O)c1ccc(C)cc1)c1ccc(Cl)cc1
-2.1	6.8	i	Cc1c(Cl)cccc1NC(=S)N(CCN(C)C)C(C)c1ccco1 (stereo not given)
0.7	15.1	i	Cc1nnc(SCCCCSc2nnc(C)c(=O)[nH]2)[nH]c1=O
-2.7	2.4	·	O=C(COC(=O)CCSc1ccccc1)Nc1ccccc1Br
-1.1	4.6	i	CC(C)C(NC(=O)CNC(=O)OC(C)(C)C)C(=O)NCc1ccc(Cl)cc1 (stereo not given)
-0.4	13.4	·	Cc1cc(OCC(=O)OCC(=O)NCc2ccc3c(c2)OCO3)ccc1Cl
-1.3	24.7	i	CC1CCN(C(=S)c2cn(Cc3cccc(F)c3)c3ccccc23)CC1
-0.2	9.6	i	CCOC(=O)Nc1cc(C)ccc1OC
0.1	18.5	i	Nc1cc(N2CCCCCC2)c2nonc2c1[N+](=O)[O-]
-0.1	9.3	i	CSc1nnc(CCNS(=O)(=O)c2ccc(Br)cc2)n1C
-2.1	15.3	i	COCc1nc2ccccc2n1Cc1ccccc1Br
-0.9	12.4	i	O=C(O)CCSc1nnnn1-c1ccccc1
0.1	9.1	i	CC(=O)OCC(=O)[C@@]12OC(C)(C)O[C@@H]1CC1C3C[C@H](F)C4=CC(=O)C=CC4(C)[C@@]3(F)C(O)CC12C (stereo not given in full)
-2.7	-3.4	i	O=C(CNC(=O)c1ccco1)NCC(=O)OCc1ccc(Cl)cc1
-0.8	7.3	i	COc1ccc(N=C2S/C(=C\c3ccc(C)s3)C(=O)N2CC(C)C)cc1
-1.0	7.5	i	COc1cc(S(=O)(=O)Nc2ncccc2C)c(OC)cc1Cl
-1.3	7.4	i	OC[C@H]1OC(O)[C@H](O)[C@@H](O)[C@H]1O (stereo not given in full)
-2.5	27.9	i	CCN(CCCNC(=O)CCc1nc(-c2ccc(C)cc2)no1)c1cccc(C)c1
0.0	6.7	i	Cc1cc(NC(=O)CCC(=O)N(c2ccc(F)cc2)C(C(=O)NC2CCCC2)c2ccc(C)o2)no1 (stereo not given)
-1.0	7.8	i	COc1ccc(N2CCN(CC(=O)Nc3cccc(S(=O)(=O)N4CCOCC4)c3)CC2)cc1
0.5	10.2	i	N#Cc1c(NC(=O)c2cc(C3CC3)on2)sc2c1CCC2
-2.4	20.6	i	S=C(NCc1ccccc1)NC1CCCc2ccccc21 (stereo not given)
0.0	26.4	i	O=C1CC(SCc2nc3ccccc3[nH]2)C(=O)N1c1cccc(F)c1 (stereo not given)
0.9	6.3	i	c1ccc2c3c([nH]c2c1)CCNC3
-0.8	10.3	i	COc1cc(S(=O)(=O)Nc2cccnc2)ccc1F
0.1	5.9	·	CCOC(=O)C1=C(COC(=O)CCc2ccccc2)NC(=O)NC1C (stereo not given)
0.0	-2.7	i	Cc1ccc2c(CN3CCCCC3)cc(=O)oc2c1C
-1.2	15.4	i	COc1ccc(N(CC(=O)NC2CCCCC2)C(=O)CCC(=O)Nc2nc(C)cs2)cc1OC
-0.1	5.3	i	Cc1ccc(Nc2c(-c3ccc(C)o3)nc3ncccn23)cc1
-0.5	0.7	i	O=C(C1CCCCC1)N1CCN(c2ccccc2F)CC1
1.9	19.5	i	CCOc1nc(N2CCCCC2)nc(-n2cc(-c3ccccc3)nn2)n1
0.2	12.5	i	Cc1ccc(COn2c(-c3ccc(Cl)cc3)nc3ccc([N+](=O)[O-])cc32)cc1
-0.7	19.4	i	COc1ccc(NC(=O)C2C(=O)N(C)C3(C)CC2c2ccccc2O3)cc1 (stereo not given)
3.1	17.2	i	S=C(c1ccc(-c2ccccc2Cl)o1)N1CCOCC1
-1.9	5.2	i	COc1ccc(C(=O)CSc2nccc(=O)[nH]2)cc1
-1.2	25.0	i	CC(C)(C)c1ccc(NC(=S)NCc2cccs2)cc1
0.7	14.0	i	Cc1ccc(S(=O)(=O)N2CCC(C(=O)NNC(=O)c3ccc(F)cc3)CC2)cc1
2.3	11.2	i	CCCS(=O)(=O)Nc1ccc2cn[nH]c2c1
0.4	28.6	i	O=C(Nc1ccc2c(c1)OCCO2)c1coc2ccccc2c1=O
-0.2	26.4	i	Cc1ccc(-c2nnc3n2CCCCC3)cc1
0.3	15.0	i	Cc1cccc(/C=N/c2sc3c(c2C(=O)OC(C)(C)C)CCN(C)C3)c1O
1.0	11.5	i	N#C/C(=C\c1cccnc1)C(=O)Nc1ccc(O)cc1F
-2.7	11.6	i	CCCCCCC(C)n1[nH]c(=O)c2c(C)cc(=O)[nH]c21 (stereo not given)
-2.7	·	i	CCn1ccnc1C(O)c1cccc2ccccc12 (stereo not given)

(more compounds)
STK33 kinase inh	OX1R FRET antag	KCNQ2 block	mol
-0.4	68.8*	i	COCC(=O)N=Nc1c(O)[nH]c2ccccc12
-0.5	8.7	i	CCOC(=O)c1c(P(=O)(N2CCOCC2)N2CCOCC2)noc1N
-0.3	14.1	i	COc1ccc(S(=O)(=O)NC2CCCCC2)cc1C(=O)N1CCCCC1
-1.1	32.3	i	CCOC(=O)c1sc(NC(=O)c2cccnc2)c(C#N)c1C
-1.2	22.5	i	NC(=O)Cn1nc([N+](=O)[O-])nc1Oc1ccccc1C(=O)N1CCOCC1
-1.5	17.9	i	O=C(NC1CCSc2ccccc21)c1cccc([N+](=O)[O-])c1 (stereo not given)
-0.5	14.9	i	CCOC(=O)c1ccccc1Oc1c(F)c(F)nc(NCCO)c1F
-0.1	29.0	i	COc1ccc(Cl)cc1S(=O)(=O)NCc1cccs1
-0.4	-0.1	i	CCN(CC)S(=O)(=O)c1cccc(C(=O)NCC2CCCO2)c1 (stereo not given)
·	20.1	i	Cc1ccccc1N1C(=O)CSC1=C(C#N)C#N
-2.4	4.3	i	CC1(NC(=O)N2CCOCC2)CCS(=O)(=O)C1 (stereo not given)
2.0	6.5	·	Cc1ccc(C(=O)N[C@H](C(=O)NC2CCCCCCC2)C(C)C)cc1
-0.6	6.5	i	COc1cc2c(cc1OC)C(c1ccccc1C(F)(F)F)CC(=O)N2 (stereo not given)
0.1	12.0	i	CCN(CC)S(=O)(=O)c1ccc(-c2cn3ccc(C)cc3n2)cc1
1.2	42.8	i	COc1ccccc1/C=C/C(=O)Nc1ccc2c(c1)OCCO2
0.7	18.8	i	N#CC(Sc1ccccn1)c1ccc(Cl)cc1Cl (stereo not given)
-1.7	12.9	i	CCn1c(CSc2nnc(-c3ccncc3)n2C)nc2cc(C(=O)O)ccc21
0.4	8.6	i	CCc1ccccc1NC(=S)N(CCN(C)C)C(C)c1ccccn1 (stereo not given)
-0.3	40.3	i	CCN(c1nc(N)c(C(=O)N=C(N)N)nc1Cl)C(C)C
1.2	31.2	i	O=C(NC(=S)Nc1ccc(F)c([N+](=O)[O-])c1)c1ccccc1F
-1.2	-2.2	i	CN(Cc1ccccc1)C(=O)C(=O)c1cn(CC(=O)N2CCCC2)c2ccccc12
-0.6	28.4	i	Cc1cc(-c2c(C)[nH]n(-c3ccc(Cl)cc3)c2=O)n[nH]1
-1.0	35.1	i	O=S(=O)(Nc1cccnc1Cl)c1ccc(-c2ccccc2)cc1
-1.2	4.4	i	CCN(CC)c1cc(C)c2cc(NC(=O)c3cccs3)ccc2n1
0.9	4.0	·	CCOCc1c(C(=O)NCc2ccccc2CN2CCCC2)oc2ccccc12
-0.1	8.8	i	CCOC(=O)c1c(NC(=O)CSc2nnc(-c3cccnc3)o2)sc(C)c1C
-1.3	13.4	i	CCOc1ccc(CCNS(=O)(=O)c2cnc[nH]2)cc1OCC
4.3	16.6	i	Cn1cc(/C=C2\SC(=S)N(N3CCOCC3)C2=O)c2ccccc21
-0.8	·	i	Cc1c(CC(=O)NCC(=O)NCC(=O)O)c(=O)oc2c(C)c3oc4c(c3cc12)CCCC4
-1.4	15.4	i	CN(CC(=O)Nc1ccccc1Cl)C(=O)CCc1nc2ccccc2c(=O)[nH]1

Single records, as listed above. Screens in order: STK33 kinase inh	OX1R FRET antag	KCNQ2 block
CCOC(=O)c1c(NC(=O)CSc2nnc(-c3cccnc3)o2)sc(C)c1C is listed as -0.1	8.8	i
COc1ccccc1/C=C/C(=O)Nc1ccc2c(c1)OCCO2 is listed as 1.2	42.8	i
CCOC(=O)c1ccccc1Oc1c(F)c(F)nc(NCCO)c1F is listed as -0.5	14.9	i
Cc1ccc(C(=O)N[C@H](C(=O)NC2CCCCCCC2)C(C)C)cc1 is listed as 2.0	6.5	·
COc1ccc(S(=O)(=O)NC2CCCCC2)cc1C(=O)N1CCCCC1 is listed as -0.3	14.1	i

Shown as tab-separated lines: entries from further up
smiles	STK33 kinase inh	OX1R FRET antag	KCNQ2 block
CCN(CC)S(=O)(=O)c1ccc(-c2cn3ccc(C)cc3n2)cc1	0.1	12.0	i
COc1ccccc1/C=C/C(=O)Nc1ccc2c(c1)OCCO2	1.2	42.8	i
N#CC(Sc1ccccn1)c1ccc(Cl)cc1Cl (stereo not given)	0.7	18.8	i
CCn1c(CSc2nnc(-c3ccncc3)n2C)nc2cc(C(=O)O)ccc21	-1.7	12.9	i

More results.
STK33 kinase inh	OX1R FRET antag	KCNQ2 block	mol
2.0	15.4	i	COCC(=O)Nc1cc(C)cn(Cc2c(F)cccc2Cl)c1=O
0.8	21.8	i	CN(C)/C=C(\C#N)C(=O)c1cccc(Oc2ccc(Br)cc2)c1
0.0	27.5	i	COc1ccc([N+](=O)[O-])cc1NC(=O)C1C2C=CC(C2)C1C(=O)O (stereo not given)
0.2	56.0	i	Cc1cc(=O)oc2cc(NC(=S)NNC(=O)c3c(Cl)cnn3C)ccc12
-0.6	28.8	i	c1ccc(CNc2nc(-c3ccccc3)nc3ccccc23)cc1
0.0	27.9	i	COc1ccc2cc(C(=O)C3CCCN(Cc4cnc(C)s4)C3)ccc2c1 (stereo not given)
-1.1	0.9	i	O=C1c2ccccc2C(=O)N1CCOc1ccc(F)cc1
1.0	-7.7	·	O=c1[nH]c(=O)n(Cc2ccco2)c2c1C(C(F)(F)F)(C(F)(F)F)N=C(c1ccco1)N2
0.0	8.1	i	Cc1ccc(-c2noc(C3CCCN(S(=O)(=O)c4ccc5ccccc5c4)C3)n2)o1 (stereo not given)
-0.4	11.9	i	CCOC(=O)Cc1csc(NC(=O)COc2ccccc2OC)n1
-1.6	15.1	i	O=C1CC(C(=O)Nc2ncccn2)C(c2ccccc2)O1 (stereo not given)
-1.3	7.2	i	O=C(NCCN1CCOCC1)C1CCC(CNS(=O)(=O)c2ccc(Cl)cc2)CC1 (stereo not given)
-1.1	43.9	i	COC(=O)CCC(=O)OC1(C)C(=O)C=C2C=C(C3CC3)N(C3CC3)C=C2C1=O (stereo not given)
·	18.5	i	C=CCNC(=S)Nc1sc2c(c1C(=O)OCC)CC(C(C)C)OC2 (stereo not given)
-1.1	8.7	i	CSc1nsc(/C=C/Nc2ccc(Cl)cc2)c1C#N
1.6	12.0	i	CCc1cccc2c(-c3csc(=NC)n3C)c[nH]c12
